From PubChem BioAssay
hERG WT inh: KCNH2 (human, wildtype) channel inhibition; Q12809; U2OS, BacMam KCNH2, thallium flux FluxOr; stronger effect = lower value; activity change, % at 1.84 µM; 340,000 compounds, 0.37% hits;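 active = maximum activity change below -70%; inconclusive = maximum activity change between -70% and -50%; inactive = maximum activity change above -50%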; note: % is set by controls: 0 for no effect and ±100 for the full control effect
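U2OS cells were transduced with wild-type KCNH2 virus (2.03 x 10^8 / mL) for 4 h at room temperature, then cultured overnight at 37 C. Thallium flux was read with FluxOr dye. Rate constants were normalized to DMSO controls.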
Menin-MLL TR inh: displaces Texas Red mutant MLL peptide from human menin; O00255; Menin + Texas Red MLL mutant peptide, fluorescence polarization; Potency, µM (doses to about 61.6 µM), for the others: at the top dose FP activity change, negative = inhibition, hits mostly inhibitors; 270,000 compounds, 0.23% hits; active = well fitted inhibition curve with a large enough effect in the polarisation, with a control signal flat, not every such curve was filed as active; inconclusive = small, poorly fitted or top-dose-only effect, or effect the other way, or a change in a side signal; inactive = no such curve, though single readings can be large or run the other way; the % refers to the polarisation; note: potency is the fitted concentration of half-maximal effect; % of control where 0% means no effect; many of its hits are not listed in these tables
Eya2 inh: blocks the phosphatase activity of human Eya2 | AID 488837 | 330,000 compounds, 0.006% hits | Potency, µM (top dose mostly 76.9 µM), inactives show top-dose activity, negative = inhibition, most hits filed as inhibitors | recombinant Eya2, OMFP fluorescence dephosphorylation (OMFP is methylfluorescein phosphate); note: potency is the fitted concentration of half-maximal effect; % is set by controls: 0 for no effect and ±100 for the full control effect
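Eya2 (0.2 uM) preincubated 10 min at ambient with compound, then OMFP substrate added at 50 uM; 10 min reaction in 50 mM HEPES pH 7.5, 50 mM NaCl, 5 uM MgCl2, 0.05% BSA, 1 mM DTT. Fluorescence read at Ex 485/Em 525 nm.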
PKM2 act: increases activity of human pyruvate kinase M2; P14618; Potency, µM (highest dose often 57.5 µM), inactives show top-dose activation, actives largely listed as activators; 260,000 compounds, 0.34% hits; AID 1631; purified PKM2, Kinase-Glo ATP luminescence, activation; response scale: 0% is enzyme alone, no compound; note: potency is the fitted concentration of half-maximal effect; % is set by controls: 0 for no effect and ±100 for the full control effect; nearly all actives have a fitted effect of over 55% in size
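Purified hPK-M2 (>95%) run at intermediate activity with 0.1 mM ADP and 0.5 mM PEP in 50 mM imidazole pH 7.2, KCl, MgCl2; 1 h room temperature. ATP formed read by Kinase-Glo luminescence; normalized to uninhibited and no-enzyme controls.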
MBNL1-CUG inh: inhibitors of human MBNL1 binding to CUG repeat RNA; Potency, µM (highest dose often 57.5 µM), without a hit: top-dose activity change, negative = inhibition, actives largely listed as inhibitors; TR-FRET MBNL1-His/biotin-(CUG)12 binding, 665/545 ratio; 280,000 compounds, 0.036% hits; AID 2675; active = well fitted inhibition curve with a large enough effect in the signal ratio, with a control signal flat, not every such curve was filed as active; inconclusive = small, poorly fitted or top-dose-only effect, or effect the other way, or a change in a side signal; inactive = no such curve, though single readings can be large or run the other way; the % refers to the signal ratio; note: potency is the fitted concentration of half-maximal effect; % is set by controls: 0 for no effect and ±100 for the full control effect
Target sequence (Q9NR56 whole entry, looked up): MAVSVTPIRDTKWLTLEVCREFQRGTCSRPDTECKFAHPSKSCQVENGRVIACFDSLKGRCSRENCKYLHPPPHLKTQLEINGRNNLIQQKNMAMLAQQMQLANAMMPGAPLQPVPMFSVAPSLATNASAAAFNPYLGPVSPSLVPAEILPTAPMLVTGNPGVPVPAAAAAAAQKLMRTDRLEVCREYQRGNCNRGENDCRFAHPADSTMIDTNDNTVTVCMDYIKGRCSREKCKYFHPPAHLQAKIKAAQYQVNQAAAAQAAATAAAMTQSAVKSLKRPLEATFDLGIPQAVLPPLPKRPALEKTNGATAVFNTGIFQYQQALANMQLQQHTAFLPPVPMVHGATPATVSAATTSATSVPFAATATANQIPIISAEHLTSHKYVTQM
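His-tagged MBNL1 binding to biotinylated (CUG)12 RNA was measured by TR-FRET using terbium anti-His antibody (0.055 ng/ul final) and streptavidin-XL665 (5 nM final). Compounds were titrated 92 nM to 58 uM; 60 min at room temperature.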
S-ASM inh: human S-ASM enzyme inhibition; placental ASM, HMU-PC fluorogenic substrate, 60 min; Potency, µM (top dose mostly 57.5 µM), for the others: at the highest dose activity change, negative = inhibition, actives largely listed as inhibitors; 340,000 compounds, 0.006% hits; AID 504937; note: potency is the fitted concentration of half-maximal effect
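Human placenta-derived ASM preincubated with compound 10 min at room temperature, then reacted with 9 uM (final) fluorogenic HMU-PC substrate for 60 min at 37 C. Stop solution raises pH to 10; fluorescence read at Ex 386/Em 447 nm.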
Mito fusion act: inhibitors of mitochondrial division or activators of mitochondrial fusion; S. cerevisiae fusion-defective mutant growth rescue, CellTiterGlo 48 h; Potency, µM (doses to about 46.1 µM), inactives show at the top dose growth rescue (activation), hits mostly activators; 320,000 compounds, 0.23% hits;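 note: potency is the fitted concentration of half-maximal effect; % of control where 0% means no effect; nearly all actives have a fitted effect of over 45% in size; temperature-sensitive fusion mutants such as fzo1-1 at 37 °C on non-fermentable ethanol glycerol medium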
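Growth-rescue viability read-out: after 48 h at the non-permissive 37C in glycerol/ethanol YPEG, yeast mitochondrial fusion mutants are measured by CellTiterGlo luminescence; compounds (23 nl pinned per well) restoring growth score as division inhibitors or fusion activators.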
TSHR antag: blocks TSH signaling through the human TSH receptor; activity change, negative = inhibition, % at 11.5 µM; AID 504810; TSHR-expressing cells, TSH-stimulated cAMP HTRF, 2 h; stronger effect = lower value; P16473; 330,000 compounds, 0.2% hits;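 active = activity change below a set negative limit, meaning inhibition stronger than a set level, cut at about -70% in these data; inconclusive = activity change between two set negative limits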; note: % is set by controls: 0 for no effect and ±100 for the full control effect
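TSHR-expressing cells were treated with compounds, then stimulated with TSH at EC80 (4nM final) for 2 hours at 37 deg C. Cellular cAMP was measured by HTRF competition between lysate cAMP and cAMP-d2 for a cryptate-labelled anti-cAMP antibody.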
Chronic BCR inh: chronic active BCR signaling inhibition; ABC-DLBCL IkBa-CBG/CBR reporter, luminescence ratio, 4 h; Potency, µM (top dose mostly 46.1 µM), inactives show top-dose ratio change, negative = lower green/red ratio, hits mostly inhibitors; 340,000 compounds, 0.05% hits; active = well fitted inhibition curve with a large enough effect in the signal ratio, with a control signal flat, not every such curve was filed as active; inconclusive = small, poorly fitted or top-dose-only effect, or effect the other way, or a change in a side signal; the % refers to the signal ratio;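 note: potency is the fitted concentration of half-maximal effect; plate controls were basal doxycycline-induced cells for no effect and cells given 10 µM MG132 for full effect; MG132 reads +100%, hits lower the ratio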
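Doxycycline induced both beetle luciferases in TMD8 lymphoma cells; IKK-driven degradation limits the IkappaBalpha-fused green signal, while red luminescence normalises for cell number and nonspecific effects. Compounds tested up to 46 uM, 4 hrs.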
USP2a block: blocks human ubiquitin-specific protease USP2a; O75604; USP2 core, Ub-CHOP2 coupled fluorogenic reporter, 485/531; Potency, µM (highest dose often 38.3 µM), inactives show top-dose activity change, negative = inhibition, usual class: inhibitors; 330,000 compounds, 0.01% hits; AID 463254;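 note: potency is the fitted concentration of half-maximal effect; plate controls were DMSO wells for no effect and full inhibition by NEM control for full effect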
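Deubiquitinase activity read as fluorescence (485/531 nm) after Ub-CHOP2 cleavage activates the enterokinase reporter on its substrate; USP2 core 10nM, Ub-CHOP2 and substrate 25nM each, 30min compound preincubation then 60min RT; data normalized to NEM, curves fitted.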
GALK inhibitor: galactokinase (human) inhibition; P51570; Purified GALK, Kinase-Glo residual ATP luminescence; Potency, µM (highest dose often 57.5 µM), without a hit: at the top dose activity change, negative = inhibition, usual class: inhibitors; 270,000 compounds, 0.007% hits; AID 1868; note: potency is the fitted concentration of half-maximal effect; % is set by controls: 0 for no effect and ±100 for the full control effect
Target sequence (P51570 whole entry, looked up): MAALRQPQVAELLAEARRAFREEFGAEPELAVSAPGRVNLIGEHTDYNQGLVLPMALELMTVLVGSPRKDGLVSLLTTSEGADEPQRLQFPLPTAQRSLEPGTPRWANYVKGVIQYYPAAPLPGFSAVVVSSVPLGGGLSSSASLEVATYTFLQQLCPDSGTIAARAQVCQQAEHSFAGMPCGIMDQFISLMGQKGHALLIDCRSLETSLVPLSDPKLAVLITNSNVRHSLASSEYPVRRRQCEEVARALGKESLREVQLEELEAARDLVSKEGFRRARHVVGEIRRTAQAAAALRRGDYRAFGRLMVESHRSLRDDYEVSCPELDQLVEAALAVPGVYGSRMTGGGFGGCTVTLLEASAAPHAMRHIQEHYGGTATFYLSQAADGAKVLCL
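GALK at 5 nM final was combined with compound, 35 uM ATP and 100 uM galactose in HEPES pH8.0 with MgCl2 and DTT. The reaction ran one hour at room temperature before luminescent ATP detection.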
Starred values were filed as active, the others as inactive; u = inconclusive; x = not tested or not shown; [ ] = dose if it differs, or a comment. Unless noted, calls come from the whole dose curve; as a rule, active = well fitted curve in the direction sought with a large enough effect; inconclusive = small, poorly fitted or top-dose-only effect, or another doubt; inactive = no such curve, though single readings can be large; an effect the other way counts as inactive or inconclusive.

SMILES	hERG WT inh	Menin-MLL TR inh	Eya2 inh	PKM2 act	MBNL1-CUG inh	S-ASM inh	Mito fusion act	TSHR antag	Chronic BCR inh	USP2a block	GALK inhibitor
COc1ccc(-c2ccc3c(c2)S(=O)(=O)c2cccc(C(=O)NC4CC4)c2C3=O)cc1OC	2.0	x	-3.3%	x	x	3.3%	1.4%	-6.7	-2.9%	-2.3%	x
COc1ccc(C(=O)NCCCN(C)CCCNC(=O)c2ccc(OC)cc2)cc1	27.1	0.5%	-10.7%	-1.4%	0.9%	1.2%	1.2%	2.4	1.2%	3.4%	4.4%
C=CCn1c(O)c2ccc(C(=O)N=NC(=O)c3ccc(F)cc3)cc2c1O	-1.7	x	27.6%	x	x	2.1%	-4.1%	15.6	u	0.8%	x
CC1CCCCC1NC(=O)CN1CCN(S(=O)(=O)c2ccc(Br)s2)CC1 (stereo not drawn)	5.2	x	1.9%	x	x	1.3%	27.7%	-11.5	-10.9%	-0.7%	x
Cc1cccc(NC(=O)c2ccc3nsnc3c2)c1C	22.7	21.9%	-1.0%	-26.3%	u	2.9%	3.3%	-11.0	u	1.5%	-0.7%
O=C(NNc1nc(Nc2ccccc2)nc(N2CCOCC2)n1)Nc1ccc(Cl)cc1	-7.5	-21.2%	-2.2%	-2.9%	x	-1.0%	-0.7%	-8.7	u	-2.9%	-0.4%
CCOc1ccccc1-n1c(N)c(C(N)=O)sc1=S	11.6	-14.4%	-1.1%	-12.6%	u	-6.3%	14.8%	5.5	0.9%	2.6%	0.8%
O=C(Cc1ccc(Cl)cc1)NCc1ccccc1Cl	-1.6	u	-9.9%	-8.9%	5.7%	1.2%	-0.7%	5.7	-15.8%	-3.0%	4.1%
COc1cc2c(cc1OC)C1C(C(=O)Nc3ccccc3N3CCN(C)CC3)c3ccccc3C(=O)N1CC2 (stereo not drawn)	-10.0	-2.0%	4.9%	-1.9%	-10.4%	3.5%	9.3%	-1.7	u	-8.0%	-0.3%
Cc1nnc(NC(=O)c2ccncc2)s1	1.0	7.2%	4.1%	0.1%	-4.2%	-0.9%	0.7%	12.0	17.5%	1.6%	0.0%
CSC1=NC(NCCCO)c2c(sc3c2CC(C)(C)OC3)N1 (stereo not drawn)	0.9	-1.1%	-1.9%	-0.9%	-1.5%	214.5%[activator]	2.5%	4.2	-0.4%	-1.0%	0.8%
O=[N+]([O-])c1cccc(-c2n[nH]c(=S)n2-c2ccccc2)c1	-6.2	x	-4.5%	2.4%	10.0%	1.3%	2.9%	-10.0	-0.1%	0.4%	3.5%
CN1CCN(c2ccc(Nc3ccnc4cc(Cl)ccc34)cc2)CC1	8.6	1.7%	-4.9%	2.7%	u	-15.5%	-1.5%	10.1	u	0.8%	4.2%
CCc1ccc(-c2ccc(C(=O)O)cc2)nc1	2.8	6.5%	-1.0%	-16.4%	8.5%	0.1%	-1.2%	8.8	u	1.3%	1.9%
COCC(C)NC(=O)c1cc(-c2ccc(OC)c(OC)c2)on1 (stereo not drawn)	-23.9	0.7%	0.6%	3.1%	u	-1.9%	-13.7%	-6.2	u	0.8%	0.9%
Cc1nc2cc(Cl)c(Cl)cc2n1CCCO	-7.4	x	u	1.4%	-0.9%	-3.3%	-1.9%	0.7	-0.5%	0.8%	2.3%
CC(=O)N(Cc1ccc2c(c1)OCO2)C1CC(=O)N(CCc2ccccc2)C1=O (stereo not drawn)	-10.4	3.9%	2.6%	5.1%	-4.3%	2.0%	2.7%	-4.6	1.4%	1.3%	1.5%
Cc1ccc(-c2ccc(/C=N/N=C3/NC(=O)C(CC(=O)O)S3)o2)c([N+](=O)[O-])c1 (stereo not drawn)	-3.7	-3.0%	19.9%	-13.9%	u	-2.7%	3.0%	-72.0*	u	-1.1%	-8.2%
COC(=O)c1sccc1NC(=O)NC1CCCCC1	0.1	-3.8%	-5.5%	-1.3%	3.4%	-2.2%	8.2%	-15.6	u	-0.4%	1.0%
CCC(C)(C)C1CCC2(CC1)NC(=O)N(CC(=O)N1CCN(S(=O)(=O)c3cc(C)ccc3C)CC1)C2=O (stereo not drawn)	2.7	19.0%	12.9%	3.7%	-1.1%	-3.0%	0.6%	1.8	-5.4%	-1.4%	4.8%
Cc1ccc(C(=O)NCCc2ccccc2)cc1S(=O)(=O)N1CCOCC1	-7.3	x	-10.2%	x	x	-3.0%	-2.9%	-6.0	u	3.8%	x
COc1cc(O)c(C(CC(=O)N2CCOCC2)c2ccc(N(C)C)cc2)c(OC)c1 (stereo not drawn)	x	-20.7%	-0.8%	-14.2%	-5.3%	1.8%	u	5.9	1.3%	6.3%	-1.7%
Cc1ccc2nc(SCC(=O)N3CCCCC3)nc(=O)n2c1	-10.3	x	-1.8%	x	x	4.6%	1.4%	23.0	4.8%	2.2%	x
Cc1cccc(/C(N)=N/OC(=O)N2c3ccccc3Sc3ccccc32)c1	-4.1	u	14.0%	-3.5%	26.9%	-5.0%	-6.9%	-11.3	u	-5.2%	3.2%
Cc1ccc(CC(=O)Nc2cc([N+](=O)[O-])ccc2F)cc1	4.3	-18.3%	7.1%	-4.6%	15.3%	3.5%	6.1%	-0.4	-3.1%	3.7%	6.8%
C[C@H](NC(=O)c1cc2c(cn1)[nH]c1ccccc12)C(=O)O	-2.2	x	-11.0%	x	-3.0%	2.2%	0.8%	-1.4	1.5%	3.0%	x
Cc1cc(NS(=O)(=O)c2ccc(NC(=O)CN3C(=O)c4ccccc4C3=O)cc2)nc(C)n1	-5.2	11.1%	3.7%	1.5%	16.9%	0.9%	-2.2%	2.5	1.8%	0.3%	0.6%
Cc1cccc(CCNC(=O)C2CCN(S(=O)(=O)c3c(C)noc3C)CC2)c1	0.2	-4.9%	-0.3%	-1.0%	-6.0%	1.0%	-1.5%	-6.6	u	3.0%	0.4%
COCCNC(=O)C(c1ccc(O)cc1)N(C(=O)CCC(=O)Nc1nccs1)c1cccc(C)c1 (stereo not drawn)	-9.4	-19.0%	12.0%	4.0%	-3.7%	1.7%	0.2%	-12.2	0.0%	10.6%	0.9%
Cc1ccc(/C=N/NC(=O)c2nnn(-c3nonc3N)c2CN(C)c2ccccc2)s1	-18.8	u	2.8%	x	7.1%	u	-0.6%	-8.1	7.1%	1.8%	-4.9%
CCC(C)(C)NC(=O)CN(C(=O)CCC(=O)Nc1cc(C)ccn1)c1ccc2c(c1)OCO2	3.3	-28.6%	0.4%	0.0%	3.1%	2.8%	-0.9%	5.2	u	0.1%	0.7%
Cc1ccccc1CSc1nn2c(=O)c(C)nnc2s1	-6.2	-2.2%	-1.8%	u	7.3%	4.9%	-9.0%	5.3	u	-7.9%	-1.4%
CCCc1ccccc1OCCNS(=O)(=O)c1cc2c(cc1C)OCC(=O)N2	-9.5	18.6%	-10.8%	6.3%	-3.1%	-5.5%	13.4%	0.3	u	0.4%	2.2%
O=[N+]([O-])c1ccc(Cl)c(/C=N/N2CCN(c3ccccc3)CC2)c1	4.3	22.1%	-19.3%	5.8%	1.1%	-8.1%	2.4%	-1.5	9.0%	1.6%	-3.6%
COc1ccccc1NC(=O)Oc1cccc(OC(=O)c2ccccc2)c1	5.6	28.8%	-0.9%	-10.9%	-9.2%	-1.3%	-10.0%	1.8	u	2.7%	-1.8%
COc1ccc(-n2ccnc2SCC(=O)NC2CCCC2)cc1	-6.3	x	-2.2%	x	x	-2.8%	-4.0%	-3.6	3.4%	1.7%	x
CCCn1c(=O)c(C(=O)NCc2ccccn2)c(O)c2ccccc21	-1.1	-11.7%	-18.7%	25.4%	-8.3%	-7.8%	7.5%	1.0	13.3%	1.4%	1.5%
COC(=O)C1=C(O)/C(=C\c2sccc2C)N=C1C	12.3	-1.5%	4.2%	4.6%	u	-3.4%	-0.7%	-5.6	17.4%	6.4%	1.8%
NC(=O)C1(N2CCCCC2)CCN(Cc2nc(-c3cccs3)no2)CC1	2.5	x	13.5%	0.8%	-1.2%	4.9%	0.8%	-1.6	-0.8%	5.1%	0.6%

The list is partial. The share of hits here may be higher or lower than overall.
